DAGLB inhibitor: blocks human DAGLB lipase activity | Q8NCG7 | HEK293T DAGLB membrane lysate, EnzChek fluorogenic substrate | inhibition, % at 5.17 µM | 340,000 compounds, 0.059% hits | AID 504411; in the data active means inhibition above about 34%;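 further: 0% = enzyme with vehicle and 100% = wells lacking enzyme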
LANA DNA inh: inhibitors of KSHV LANA C-terminal domain DNA binding | AID 504423 | MBP-C-LANA/FAM-LBS DNA binding, fluorescence polarization | 340,000 compounds, 0.078% hits | inhibition, % at 9 µM;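 active means highest replicate inhibition at or above 60% at 9 µM, even if other replicates fall short; inactive means all replicates below 60% inhibition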;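 further: 0% = neutral control wells and 100% = 4 µM acridine orange control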
CAL PDZ FP-1: CAL PDZ (human) peptide binding inhibition; inhibition, % at 24.9 µM; AID 602252; Q9HD26; 300,000 compounds, 0.92% hits; purified CAL PDZ, TMR-peptide fluorescence polarization, 1 h;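 active means mean inhibition of at least 30% with at least half of replicates also reaching 30%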;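 further: 0% = DMSO neutral control and 100% = excess unlabeled competitor peptide PRC23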
NSD2 inh: NSD2 (human) methyltransferase inhibition | O96028 | NSD2 peptide methylation, AlphaScreen, 120 min | inhibition, % at 12.5 µM | 310,000 compounds, 0.54% hits | AID 743445; in the data active means inhibition above about 50%
Target sequence (O96028 whole entry, looked up): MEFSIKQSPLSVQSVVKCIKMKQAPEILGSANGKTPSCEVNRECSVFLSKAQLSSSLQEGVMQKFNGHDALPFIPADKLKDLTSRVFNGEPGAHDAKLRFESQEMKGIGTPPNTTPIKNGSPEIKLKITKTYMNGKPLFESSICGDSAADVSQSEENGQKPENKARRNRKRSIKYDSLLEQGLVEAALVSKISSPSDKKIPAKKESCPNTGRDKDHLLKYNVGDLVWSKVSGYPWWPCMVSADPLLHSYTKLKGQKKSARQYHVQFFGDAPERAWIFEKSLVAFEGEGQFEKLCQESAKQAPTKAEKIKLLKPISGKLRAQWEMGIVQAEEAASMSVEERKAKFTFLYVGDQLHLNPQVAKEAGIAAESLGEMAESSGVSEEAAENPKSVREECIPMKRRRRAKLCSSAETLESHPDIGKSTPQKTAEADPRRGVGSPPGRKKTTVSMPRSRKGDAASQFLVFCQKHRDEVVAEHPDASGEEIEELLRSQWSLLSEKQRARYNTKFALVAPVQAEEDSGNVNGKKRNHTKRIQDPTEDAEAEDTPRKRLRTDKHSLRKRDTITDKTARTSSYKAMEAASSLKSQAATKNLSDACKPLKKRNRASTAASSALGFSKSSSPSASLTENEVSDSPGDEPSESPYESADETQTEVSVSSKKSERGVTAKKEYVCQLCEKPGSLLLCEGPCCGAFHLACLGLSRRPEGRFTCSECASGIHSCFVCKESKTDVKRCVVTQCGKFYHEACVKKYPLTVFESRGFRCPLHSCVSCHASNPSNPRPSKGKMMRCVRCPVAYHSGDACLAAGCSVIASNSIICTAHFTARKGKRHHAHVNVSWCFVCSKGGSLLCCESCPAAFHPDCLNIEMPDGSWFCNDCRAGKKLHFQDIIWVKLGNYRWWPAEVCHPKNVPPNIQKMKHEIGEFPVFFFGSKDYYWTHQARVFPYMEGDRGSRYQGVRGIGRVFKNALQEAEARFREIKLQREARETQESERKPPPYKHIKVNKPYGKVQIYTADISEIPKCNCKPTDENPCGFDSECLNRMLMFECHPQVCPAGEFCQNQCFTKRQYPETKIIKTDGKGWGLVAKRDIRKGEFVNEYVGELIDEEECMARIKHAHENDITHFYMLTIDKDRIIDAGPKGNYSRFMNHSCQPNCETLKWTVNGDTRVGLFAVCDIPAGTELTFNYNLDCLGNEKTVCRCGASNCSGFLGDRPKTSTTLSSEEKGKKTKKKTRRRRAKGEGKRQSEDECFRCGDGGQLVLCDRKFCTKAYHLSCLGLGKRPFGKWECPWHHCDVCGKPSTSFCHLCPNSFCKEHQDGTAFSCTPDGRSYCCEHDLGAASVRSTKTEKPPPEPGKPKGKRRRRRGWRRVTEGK
CAL PDZ FP-2: blocks peptide binding to human CAL PDZ domain; Q9HD26; purified CAL PDZ, TMR-peptide fluorescence polarization, 1 h; inhibition, % at 20 µM; 330,000 compounds, 0.02% hits; AID 504414;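 active means highest replicate inhibition of at least 40%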;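 further: plate controls were DMSO neutral control wells for no effect and unlabeled competitor peptide control wells for full effect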
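System: purified tagged CAL PDZ domain construct (CerCALP). Schedule: 1 h incubation at room temperature before polarization reading. Medium: 25 mM sodium phosphate pH 7.4, 150 mM NaCl, TCEP, IgG, Thesit. Read-out: percent inhibition from loss of millipolarization. Measured by: FP readout, S and P plane fluorescence. Probe or stimulus: fluorescent TMR peptide probe.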
Pemphigus Ab inh: inhibitors of pemphigus antibody binding to human desmoglein-3 | P32926 | DSG3-coupled beads, scFv-anti-DSG3-GFP binding, flow cytometry; stronger effect = lower value | binding (percent of control), % at 10 µM | 310,000 compounds, 0.48% hits | AID 588358;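 active means binding more than 3 SD below its plate's average and above zero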; further: some compounds called inactive have numbers as strong as hits
RTF Ca sens inh: cardiac RTF calcium desensitization; P19429+P45379; IANBD-labeled cardiac RTF, Ca2+ fluorescence; inhibition, % at 7.15 µM; 340,000 compounds, 0.12% hits; AID 493244;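 active means inhibition above the mean inhibition of all tested compounds plus 3 SD, cut at about 17% in these data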;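 further: assay run at fixed EC70 calcium of 1.6 mM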
Keap1-Nrf2 PPI: Keap1-Nrf2 (human) interaction inhibition; Keap1 Kelch-Nrf2 peptide fluorescence polarization, 1536-well; inhibition, % at 9.4 µM; 340,000 compounds, 0.15% hits; AID 504523; in the data active means inhibition above about 12%;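 further: human Keap1 Kelch domain with fluorescein labeled Nrf2 9mer peptide probe; 0% = neutral control wells and 100% = peptide positive control; higher means more block of Keap1 binding to Nrf2 peptide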
Arrestin-AP2 inh: blocks beta-arrestin peptide binding to AP2 adaptin | FITC-arrestin peptide / GST-AP2 beads, flow cytometry; AP2 beta2 appendage carries R879A mutation | inhibition, % at 10 µM | 340,000 compounds, 0.31% hits;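 active means inhibition above a set limit, near 3 SD of compounds lacking own fluorescence, cut at about 54% in these data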;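 further: plate controls were DMSO wells for no effect and 5 µM unlabelled arrestin peptide for full effect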
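Material – GST-tagged AP2 beta2-adaptin appendage (R879A) on 4 µm glutathione beads · Probe or stimulus – fluorescein-tagged arrestin peptide at 50 nM final · Timing – 12 min plus 1 h, RT · Detection – bead flow cytometry, FITC channel · Read-out basis – inhibition as reduced fluorescein signal on beads, percent · Medium – PBS plus Tween 20 (0.05%) and BSA (0.1%)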
V-ATPase pH: yeast V-ATPase proton transport regulation by pHLuorin | response, % at 10 µM | S. cerevisiae, pHLuorin cytosolic pH fluorescence | 350,000 compounds, 0.37% hits; in the data active means response mostly above about 7.3%, no sharp cut-off; inactive means mostly below about 5.4%; further: actives read high; inactives centre near 0; some compounds called inactive have numbers as strong as hits; reference of the scale not given here
* = called active by the depositor; / = not tested or not shown. A portion of the library; count on the stated rates, not on these rows.

SMILES | DAGLB inhibitor | LANA DNA inh | CAL PDZ FP-1 | NSD2 inh | CAL PDZ FP-2 | Pemphigus Ab inh | RTF Ca sens inh | Keap1-Nrf2 PPI | Arrestin-AP2 inh | V-ATPase pH
CCc1[nH]c(=O)c(C#N)c2c1CSC(C)(C)C2 | 0 | 6.2 | / | 1 | -1.7 | 98 | -3 | 1 | 5 | 1
COc1ccccc1NC(=O)CC1S/C(=N/N=C2\CCCc3ccccc32)NC1=O (stereo not given) | 2 | -0.1 | -2 | 6 | -0.1 | 100 | 4 | -2 | 7 | 0
COC(C[C@@H]1O[C@@H]1[C@@H](O)[C@H](C)OCc1ccccc1)OC | 0 | 1.0 | -3 | / | 0.8 | 107 | -8 | 1 | 9 | -1
Cc1nc(Nc2ccc(Cl)cc2Cl)sc1C(=O)Nc1ccccc1 | 1 | -0.3 | / | 0 | -1.6 | 103 | -7 | -1 | 5 | 2
CCn1c(=O)cc(OCC(=O)NCc2cccs2)c2ccccc21 | -1 | -2.6 | -2 | -1 | -0.9 | 108 | 0 | -1 | 0 | -1
O=C(CN1C(=O)c2ccccc2S1(=O)=O)Nc1ccc(S(=O)(=O)N2CCCC2)cc1 | -5 | 0.7 | -2 | -1 | -0.3 | 102 | 4 | -4 | 1 | 4
CC(C)N1CCc2c(sc(NC(=O)c3ccc(S(=O)(=O)N4CCOCC4)cc3)c2C#N)C1 | -14 | -1.9 | / | / | -0.4 | 141 | -28 | -1 | 11 | 1
CC1CC(C)CN(S(=O)(=O)c2ccc(NC(=O)[C@@H]3CCCN3C(=O)c3cccs3)cc2)C1 (stereo not given in full) | -1 | 2.9 | -6 | -2 | -0.6 | 106 | -1 | 1 | 6 | -1
O=C(Cn1cnc2c(nnn2Cc2ccc(Cl)cc2)c1=O)c1ccccc1 | -1 | 1.5 | 0 | / | -1.6 | 62* | -7 | 1 | 32 | 1
NS(=O)(=O)c1ccc(NC(=S)NC2CCCC2)cc1 | 0 | 0.2 | 9 | -2 | -0.3 | 96 | 11 | 4 | -6 | 1
COc1ccc(CCNC(=O)c2cc3sccc3n2C)cc1OC | -1 | -2.1 | -2 | -1 | -3.3 | 107 | -10 | 0 | 15 | 1
CCOc1ccc2nc(SC(CC)C(=O)Nc3cc(C)on3)sc2c1 (stereo not given) | -2 | -0.9 | -3 | -1 | 0.5 | 100 | 4 | -4 | -1 | -3
O=C(NNC(=O)c1ccccc1Cl)c1cccnc1 | 1 | -0.5 | 6 | / | -3.2 | 97 | -13 | -3 | -6 | 5
COC(=O)C(O)(CC(=O)c1ccc(OC)cc1)C(F)(F)F (stereo not given) | 0 | -0.5 | 0 | -1 | -2.8 | / | -3 | -3 | 1 | 0
O=C(NC1CCCC1)c1ccc(Cn2c(=O)[nH]c3ccsc3c2=O)cc1 | -1 | -0.4 | -1 | -2 | -2.8 | 101 | 10 | -1 | 43 | 1
Cc1cccc2cc(CN(CC3CCCO3)C(=O)c3cnccn3)c(=O)[nH]c12 (stereo not given) | 0 | -0.8 | -3 | -3 | -0.1 | 111 | 2 | -5 | -4 | -6
CC(C)(C)c1ccc(OCc2ccc(C(=O)NCc3cccnc3)o2)cc1 | -3 | 0.4 | -2 | 1 | -2.3 | 100 | 0 | 0 | -23 | -4
Cc1cc(C)c2cc(CN(CCCN(C)C)C(=S)NCc3ccccc3)c(=O)[nH]c2c1 | 2 | -0.2 | -3 | 7 | -0.7 | / | -12 | -5 | 7 | 2
Cc1ccc(NC(CNS(=O)(=O)c2ccc(Cl)cc2)c2ccccc2)cc1 (stereo not given) | -4 | 0.5 | 1 | 2 | -0.4 | 109 | 7 | -1 | -7 | 2
COc1ccc(C2SCC(=O)N2c2ccccc2)cc1 (stereo not given) | -1 | 2.4 | 5 | 0 | -1.5 | 101 | -3 | -3 | 34 | -1

Compound profiles (already shown). Order of screens: DAGLB inhibitor | LANA DNA inh | CAL PDZ FP-1 | NSD2 inh | CAL PDZ FP-2 | Pemphigus Ab inh | RTF Ca sens inh | Keap1-Nrf2 PPI | Arrestin-AP2 inh | V-ATPase pH
CCc1[nH]c(=O)c(C#N)c2c1CSC(C)(C)C2 across the screens: 0 | 6.2 | / | 1 | -1.7 | 98 | -3 | 1 | 5 | 1
COc1ccc(C2SCC(=O)N2c2ccccc2)cc1 (stereo not given) across the screens: -1 | 2.4 | 5 | 0 | -1.5 | 101 | -3 | -3 | 34 | -1

The list goes on.
SMILES | DAGLB inhibitor | LANA DNA inh | CAL PDZ FP-1 | NSD2 inh | CAL PDZ FP-2 | Pemphigus Ab inh | RTF Ca sens inh | Keap1-Nrf2 PPI | Arrestin-AP2 inh | V-ATPase pH
CCN(CC)CCSc1nnc2c3ccccc3n(CCc3ccccc3)c2n1 | -6 | 0.0 | 3 | 49 | -2.7 | 105 | 0 | -3 | 38 | 2
COc1ccc2sc(-c3ccccc3OC)c(-c3ccc(OCCN(C)C)cc3)c2c1 | 0 | -0.3 | -6 | / | -1.2 | 108 | -3 | -2 | 3 | -1
CC(=O)c1ccc(NC(=O)CN2c3cccc4cccc(c34)S2(=O)=O)cc1 | -2 | -0.7 | -7 | -2 | -2.2 | 89 | -10 | -2 | 0 | -4
COc1cccc(N/C(=N/C(=S)Nc2ccc(C)cc2C)Nc2nc(C)cc(C)n2)c1 | -6 | -1.2 | 2 | -2 | 0.9 | / | -6 | -3 | 18 | 4
O=C(NCc1ccc(Cl)cc1)C(=O)c1cn(CC(=O)N2CCOCC2)c2ccccc12 | 0 | -1.4 | -1 | -6 | -3.0 | / | -4 | 1 | -12 | 0
O=C(CSCc1ccc(Br)cc1)N1CCOCC1 | -3 | 0.4 | -4 | 1 | -2.0 | 101 | -10 | 1 | -43 | 3
COc1ccc(NC(=O)CN(C)C(=O)c2ccccc2OCC(=O)Nc2cccc(C(F)(F)F)c2)cc1 | -1 | -0.5 | -4 | -1 | -0.3 | 95 | -17 | 0 | 4 | -10
COC(=O)CC(=O)CSc1nc2c(cc1C#N)CCC2 | -1 | 1.4 | -1 | / | -2.7 | 102 | -5 | -1 | 21 | -2
Cc1ncc(N=Nc2ccccc2)c(-c2ccccc2)n1 | 6 | -1.0 | -4 | 30 | -0.6 | 102 | 4 | -2 | 2 | -1
O=C(CNC(=O)C1CCCCC1)NNC(=O)c1ccc(Cl)cc1Cl | 5 | -0.6 | -4 | -1 | -2.6 | 97 | -7 | -1 | -9 | 0
C/C(N)=C(/C#N)C(=O)CSc1nc2ccccc2n1CC(C)C | -4 | 0.1 | 2 | -1 | 0.5 | 96 | -3 | -4 | 36 | -1
Oc1ccccc1-c1nc(N2CCN(Cc3ccccc3)CC2)c2ccccc2n1 | -3 | -1.2 | -1 | / | -1.2 | 97 | -125 | -3 | -2 | 0
COc1ccc(-n2cc(-c3ccccc3)c3c(=O)[nH]cnc32)cc1 | -1 | 0.5 | -2 | 0 | -1.3 | 120 | 3 | -3 | 13 | -7
Cc1ccc(OCC(O)CN2CCOCC2)cc1C (stereo not given) | 0 | -3.8 | -1 | -3 | -1.1 | 100 | -10 | 0 | 7 | -2
CCOc1ccccc1NC(=O)NNC(=O)CCc1ccc(OC)cc1 | 3 | -0.2 | -5 | 20 | -1.5 | 121 | 3 | -3 | 3 | 1
O=c1[nH]c(CN2CCN(c3ccccc3O)CC2)nc2ccccc12 | -3 | 2.0 | -2 | -3 | -0.8 | 101 | -8 | -1 | 17 | 14*
COC(=O)N1CC(c2ccccc2)CC1=O (stereo not given) | -3 | 0.9 | -2 | 13 | -0.1 | 96 | 6 | -6 | 14 | -3
Cc1cc(OCC(=O)OCC(=O)NCc2ccco2)ccc1Cl | -1 | -0.2 | / | -2 | -0.6 | 98 | -18 | -7 | 28 | -4
Cc1ccc(NC(=O)c2cc(S(=O)(=O)N3CCCCC3)c[nH]2)cc1F | -1 | -1.1 | / | / | -0.9 | 100 | -6 | -5 | 10 | -5
O/N=C(/CN(O)/C=C1/C=CC=N1)c1cccs1 | -1 | -1.0 | -2 | 0 | / | 100 | -10 | -5 | -3 | -3
COc1cc(/C=N/NC(=O)c2ccc(N)cc2)ccc1OC(=O)c1cccc(C)c1 | -1 | -0.4 | / | 0 | -0.4 | / | 6 | -6 | 27 | 6
O=C(Nc1ccnn1C1CCN(CCCc2ccccc2)CC1)c1ccccc1Cl | 0 | -0.2 | 5 | 3 | 0.5 | 104 | 1 | 0 | 17 | 1
Cn1nc2c3ccccc3n(Cc3ccc(F)cc3)c2nc1=S | -1 | 0.6 | 15 | -1 | -0.4 | / | -1 | -4 | 21 | 5
COc1ccc2oc(C(=O)OCC(=O)N(C)CC(=O)Nc3ccc(F)cc3)c(C)c2c1 | -1 | -1.1 | 0 | -1 | -3.8 | 97 | -18 | -7 | 2 | 0
O=S(=O)(O)C(c1ccccc1)C1(O)CCCCC1 (stereo not given) | 1 | -0.1 | 3 | -1 | -0.3 | 98 | 2 | -5 | 2 | -3
O=C(NCC(=O)N(Cc1cccs1)C(C(=O)NC1CCCC1)c1ccncc1)c1ccco1 (stereo not given) | -1 | -1.4 | / | -5 | / | 102 | 2 | -6 | 5 | -3
COc1ccc(OCC(O)CN2C(=O)NC(C)(C)C2=O)cc1 (stereo not given) | 1 | -0.3 | 1 | 6 | -0.6 | / | 1 | -3 | -2 | 1
CCCS(=O)(=O)n1nc(-c2ccc(C)cc2)cc1N | -5 | -0.3 | / | / | 0.0 | 104 | -2 | 1 | -3 | 2
CC(=O)c1ccc(NC(=O)CSc2nc3nn(-c4ccccc4)c(=O)c-3c3n2CCCCC3)cc1 | 3 | 0.8 | -4 | -2 | -0.2 | 98 | -16 | -1 | 6 | -3
N#CC1=C(N)NC(=S)C(C(N)=O)C1c1ccc(Cl)cc1Cl (stereo not given) | 2 | -0.2 | 7 | 2 | -0.4 | 99 | 5 | -44 | 4 | -71
c1ccc(CSc2ccc(-c3cccnc3)nn2)cc1 | 4 | -1.4 | 2 | 1 | -0.7 | 115 | -11 | -1 | 25 | -4
O=C(COC(=O)CNC(=O)c1ccc(Cl)cc1Cl)NC1CCCCC1 | 0 | 2.3 | -1 | -3 | -1.5 | 104 | 1 | -7 | 11 | -110
COCCNC(=S)N/N=C(\C)c1cccc([N+](=O)[O-])c1 | -1 | -0.6 | -3 | -3 | 0.0 | 99 | -7 | -2 | -4 | -2
Cc1ccc(OS(=O)(=O)c2cn(C)c(=O)n(C)c2=O)cc1C | -1 | -1.7 | -3 | -2 | -0.3 | / | -9 | 2 | 5 | -6
CCOC(=O)C1(CCC(=O)OCc2ccccc2)CCCCC1=O (stereo not given) | -6 | 1.7 | / | -4 | -0.4 | 88 | 3 | 1 | 31 | 1
COc1ccccc1CNCc1ccc(OC)c2ccccc12 | 0 | -0.5 | -3 | 1 | -1.0 | / | -4 | 1 | -30 | -5
CCCCn1nc(C(=O)Nc2ccc3c(c2)OCO3)c2ccccc2c1=O | 2 | -1.5 | / | -2 | -1.3 | 91 | -1 | -4 | 1 | 0

Assay outcomes (PubChem BioAssay)
